B2AR arrestin = beta2AR (human) beta-arrestin recruitment activity; P07550; 0.02% of 330,000 active; beta-arrestin recruitment to beta2AR, cell-based reporter; Potency, µM (highest dose often 46.1 µM), inactives show at the highest dose activation, most hits filed as activators;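 further: potency means the concentration at half of the fitted maximal effect; 0% = DMSO controls and full agonism = EC100 isoproterenol or metaproterenol; nearly all actives have a fitted effect of over 65% in size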
S-ASM inh = blocks human secretory acid sphingomyelinase; placental ASM, HMU-PC fluorogenic substrate, 60 min; Potency, µM (series often up to 57.5 µM), inactives show at the highest dose activity change, negative = inhibition, usual class: inhibitors; 0.006% of 340,000 active; AID 504937; further: potency means the concentration at half of the fitted maximal effect
Target sequence (P17405 47-631 limits assumed): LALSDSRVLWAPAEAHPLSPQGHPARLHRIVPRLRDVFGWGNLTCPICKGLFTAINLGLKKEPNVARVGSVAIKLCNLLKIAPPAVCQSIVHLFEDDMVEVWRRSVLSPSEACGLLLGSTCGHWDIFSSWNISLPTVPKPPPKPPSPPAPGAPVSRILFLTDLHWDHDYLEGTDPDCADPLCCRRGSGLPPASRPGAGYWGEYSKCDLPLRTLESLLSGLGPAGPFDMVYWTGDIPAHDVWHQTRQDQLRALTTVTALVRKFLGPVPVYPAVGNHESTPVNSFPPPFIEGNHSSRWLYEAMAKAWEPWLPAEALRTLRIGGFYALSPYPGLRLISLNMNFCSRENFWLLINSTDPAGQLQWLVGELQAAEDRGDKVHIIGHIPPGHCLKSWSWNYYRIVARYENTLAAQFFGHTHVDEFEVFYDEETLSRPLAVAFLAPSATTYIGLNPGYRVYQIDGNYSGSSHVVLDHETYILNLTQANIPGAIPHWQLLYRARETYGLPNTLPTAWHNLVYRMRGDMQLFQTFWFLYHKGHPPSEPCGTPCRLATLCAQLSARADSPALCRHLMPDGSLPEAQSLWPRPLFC
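HMU-PC0 cleavage (9 uM final) by human placental ASM, 60 min at 37 °C following 10 min compound exposure at RT; stopped at pH 10, fluorescence Ex 386/Em 447 nm.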
TRPV1 agonist = agonists of human vanilloid receptor 1 (TRPV1); activation, % at 8.33 µM; 0.19% of 320,000 active; TRPV1-expressing cells, Fluo-8 calcium influx, agonist mode; in the data active means activation above about 80%; inconclusive means between about 30% and that limit; further: 0% is about no effect
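Fluo-8 calcium influx in TRPV1-expressing cells, kinetic read (ex 480/em 520 nm). Compound added and read 3 min for agonist activity, followed by capsaicin at EC20 final and 2 min further read for enhancement.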
p53 reactivation = mutant p53 re-activation in reporter cells; H1299 p53-A138V BP100-luciferase reporter, luminescence, 24 h; Potency, µM (highest dose often 92.2 µM), inactives show at the top dose activity change, positive = activation, most hits filed as activators; 0.063% of 320,000 active; further: potency means the concentration at half of the fitted maximal effect; % of control where 0% means no effect; nearly all actives have a fitted effect of over 45% in size
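p53-null H1299 cells stably carrying temperature-sensitive p53-A138V and a BP100-luciferase reporter were pinned with compounds (4-point, 1:5 series) and held 24 hrs at 37 deg C. Luminescence was read 10 min after detection reagent.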
USP2a block = inhibitors of human ubiquitin-specific protease USP2a. 0.01% of 330,000 active. O75604. Potency, µM (series often up to 38.3 µM), without a hit: at the highest dose activity change, negative = inhibition, usual class: inhibitors. USP2 core, Ub-CHOP2 coupled fluorogenic reporter, 485/531;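 further: potency means the concentration at half of the fitted maximal effect; plate controls were DMSO wells for no effect and full inhibition by NEM control for full effect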
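USP2 core (10nM final) preincubated 30min RT with compound in 20mM Tris-HCl pH 8.0, 2mM CaCl2, 2mM beta-mercaptoethanol, 0.05% CHAPS; 25nM Ub-CHOP2 plus 25nM reporter substrate added, fluorescence (Ex485/Em531) read after 60min.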
ELG1 genotox = induces genotoxicity in HEK293T cells with luciferase-tagged ELG1 | HEK293T ELG1-luciferase reporter, luminescence, 16 h | Potency, µM (doses to about 46 µM), for the others: at the highest dose activity change, positive = activation, hits mostly activators | 1.3% of 330,000 active; further: potency means the concentration at half of the fitted maximal effect; % of control where 0% means no effect; nearly all actives have a fitted effect of over 60% in size
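16 hr compound incubation (37 °C, 5% CO2) of HEK293T cells carrying luciferase-tagged ELG1; luciferase then measured by ONE-Glo luminescence after 30 min at RT.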
uPA generation = blocks generation of uPA at the cell surface; Potency, µM (top dose mostly 38.3 µM), without a hit: at the highest dose activity change, negative = inhibition, usual class: inhibitors; 0.31% of 330,000 active; AID 540303; cell surface uPA generation assay, qHTS; active means well fitted inhibition curve with a large enough effect; inconclusive means small, poorly fitted or top-dose-only effect; inactive means no such curve, though single readings can be large or run the other way; tested in mouse RAW 264.7 cells; further: potency means the concentration at half of the fitted maximal effect; on the % scale 0 is the no-effect control and ±100 the full control effect; nearly all actives have a fitted effect of over 55% in size
PTAP TSG101 blk = blocks PTAP/TSG101 interaction to inhibit HIV-1 budding; Potency, µM (top dose mostly 115 µM), for the others: at the top dose activity change, negative = inhibition, usual class: inhibitors; 340,000 tested, under 10 active; Q99816; Fluorescence polarization, FITC-PTAP peptide / Tsg101 binding; active means well fitted inhibition curve with a large enough effect in the main read-out, with a control signal flat, not every such curve was filed as active; inconclusive means small, poorly fitted or top-dose-only effect, or effect the other way, or a change in a side signal; inactive means no such curve, though single readings can be large or run the other way; further: potency means the concentration at half of the fitted maximal effect; % of control where 0% means no effect
Target sequence (Q99816 whole entry, looked up): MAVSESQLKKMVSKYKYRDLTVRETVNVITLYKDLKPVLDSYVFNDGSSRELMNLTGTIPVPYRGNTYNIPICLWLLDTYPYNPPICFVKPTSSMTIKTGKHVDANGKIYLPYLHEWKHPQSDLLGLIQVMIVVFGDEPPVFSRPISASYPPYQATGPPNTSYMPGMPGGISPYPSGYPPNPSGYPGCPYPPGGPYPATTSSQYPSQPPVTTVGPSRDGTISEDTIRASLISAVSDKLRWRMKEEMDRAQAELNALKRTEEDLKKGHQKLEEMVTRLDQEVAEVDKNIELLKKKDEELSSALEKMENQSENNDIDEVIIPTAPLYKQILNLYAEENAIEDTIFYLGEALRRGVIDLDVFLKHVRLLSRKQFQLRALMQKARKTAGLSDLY
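Steps: Tsg101 binding domain dispensed (10 uM final), compounds pinned in DMSO, FITC-labeled PTAP-motif peptide added (50 nM final); after 20 min binding at room temperature, polarization measured.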
BRCA1 expr act = increases BRCA1 expression | MCF7-BRCA1-FFLuc reporter, luminescence, 48 h; response scale: scaled: vehicle 0%, 10 µM genistein 100% | Potency, µM (doses to about 46.1 µM), inactives show top-dose activation, actives largely listed as activators | AID 624202 | 1.1% of 380,000 active; further: potency means the concentration at half of the fitted maximal effect; nearly all actives have a fitted effect of over 80% in size; some results filed as inactive show a strong effect at the top dose
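48 h compound treatment of MCF7-BRCA1-FFLuc cells (phenol-red free MEM, 37 °C), then 15 min with luciferase substrate and luminescence imaging.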
Eya2 phos inh = blocks the phosphatase activity of human Eya2 | 0.006% of 330,000 active | recombinant Eya2, OMFP fluorescence dephosphorylation (OMFP is methylfluorescein phosphate) | Potency, µM (highest dose often 76.9 µM), inactives show at the highest dose activity, negative = inhibition, usual class: inhibitors | AID 488837; further: potency means the concentration at half of the fitted maximal effect; on the % scale 0 is the no-effect control and ±100 the full control effect
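Eya2 protein (added as 0.2 uM solution) was preincubated with compound for 10 min at ambient temperature in 50 mM HEPES pH 7.5, 50 mM NaCl, 5 uM MgCl2, 0.05% BSA, 1 mM DTT. OMFP (added at 50 uM) then reacted 10 min; fluorescence read at 485/525 nm.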
Integrin act MD = activators of alpha7 integrin expression for muscular dystrophy. alpha7betagal myoblasts, beta-gal FDG fluorescence, 48 h. Potency, µM (doses to about 38.3 µM), for inactives: at the highest dose activation, most hits filed as activators. 0.064% of 350,000 active;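 further: potency means the concentration at half of the fitted maximal effect; 100% = response of the positive control SU9516; nearly all actives have a fitted effect of over 60% in size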
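Alpha7betagal+/- myoblasts (passage 13) were plated 16-24 hr, then exposed to compounds (1:260 dilution of DMSO stock) for 48 hours at 37C. After MPER lysis, β-galactosidase reporter activity was read as FDG fluorescence (ex 480/em 540) after 30 minutes.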
Starred values were filed as active, the others as inactive; [ ] = another dose, or the depositor's remark. Unless noted, the call rests on the fitted dose curve; in most records, active means well fitted curve in the direction sought with a large enough effect; inconclusive means small, poorly fitted or top-dose-only effect, or another doubt; inactive means no such curve, though single readings can be large; an effect the other way counts as inactive or inconclusive.

What do the screens show for `O=C(CSc1nccc(=O)[nH]1)Nc1ccc(N2CCOCC2)cc1`?
B2AR arrestin: -0.1%; S-ASM inh: 4.8%; TRPV1 agonist: -3.9; p53 reactivation: -1.4%; USP2a block: -0.3%; ELG1 genotox: -0.9%; uPA generation: -2.7%; PTAP TSG101 blk: -5.3%; BRCA1 expr act: -18.5%; Eya2 phos inh: -4.0%; Integrin act MD: -29.7%

What do the screens show for `CSCCC(NC(=O)c1ccccc1)C(=O)NCCc1ccc2c(c1)OCCO2` (stereo unspecified)?
B2AR arrestin: -0.2%; S-ASM inh: 6.1%; TRPV1 agonist: 14.4; p53 reactivation: -3.7%; USP2a block: 1.8%; ELG1 genotox: 1.1%; uPA generation: 3.7%; PTAP TSG101 blk: -3.2%; BRCA1 expr act: 4.4%; Eya2 phos inh: -6.0%; Integrin act MD: 13.8%

What do the screens show for `CC(=O)Nc1ccc(C(=O)N(C2=NC(C)CS2)c2ccc(Cl)cc2)cc1` (stereo unspecified)?
B2AR arrestin: 0.6%; S-ASM inh: -4.3%; TRPV1 agonist: 12.5; p53 reactivation: -1.3%; USP2a block: -1.3%; ELG1 genotox: -1.5%; uPA generation: 1.2%; PTAP TSG101 blk: -3.1%; BRCA1 expr act: 29.0%; Eya2 phos inh: -6.8%; Integrin act MD: 19.2%

How did COc1ccc(C(c2nnnn2Cc2cccs2)N2CCN(c3ccccc3F)CC2)cc1 (stereo unspecified) do in these assays?
B2AR arrestin: -0.6%; S-ASM inh: -2.2%; TRPV1 agonist: 0.5; p53 reactivation: -0.9%; USP2a block: -0.1%; ELG1 genotox: -0.6%; uPA generation: 3.4%; PTAP TSG101 blk: 1.4%; BRCA1 expr act: -50.1%; Eya2 phos inh: 4.3%[15.4 µM]; Integrin act MD: 0.7%

How did CCOC(=O)c1c(CN2CCN(c3ccccc3)CC2)oc2ccc(O)cc12 do in these assays?
B2AR arrestin: 4.2%; S-ASM inh: -6.4%; TRPV1 agonist: 7.7; p53 reactivation: 4.5%; USP2a block: -0.4%; ELG1 genotox: 0.7%; uPA generation: -7.5%; PTAP TSG101 blk: -3.1%; BRCA1 expr act: -25.0%; Eya2 phos inh: -2.5%; Integrin act MD: 6.1%

How did N#Cc1c(Nc2ccc(F)cc2)sc(C(=O)c2ccc(F)cc2)c1N do in these assays?
B2AR arrestin: 0.4%; S-ASM inh: -7.8%; TRPV1 agonist: -2.4; p53 reactivation: 0.3%; USP2a block: 1.2%; ELG1 genotox: -0.3%; uPA generation: -13.0%; PTAP TSG101 blk: -3.8%; BRCA1 expr act: -0.1%; Eya2 phos inh: -6.7%; Integrin act MD: 14.9%

What do the screens show for `O=C(O)c1cc(S(=O)(=O)N2CCN(c3ccccn3)CC2)ccc1Cl`?
B2AR arrestin: -0.1%; S-ASM inh: -0.9%; TRPV1 agonist: 0.3; p53 reactivation: -3.7%; USP2a block: 4.4%; ELG1 genotox: -1.1%; uPA generation: -2.2%; PTAP TSG101 blk: -0.4%; BRCA1 expr act: -9.3%; Eya2 phos inh: 13.5%; Integrin act MD: -0.6%

What do the screens show for `COc1cccc(Nc2nnc(SCC(=O)N3CCOCC3)s2)c1`?
B2AR arrestin: -0.1%; S-ASM inh: 1.5%; TRPV1 agonist: 4.3; p53 reactivation: 8.9%; USP2a block: 0.6%; ELG1 genotox: 13.6%; uPA generation: -14.7%; PTAP TSG101 blk: -2.6%; BRCA1 expr act: 33.6%; Eya2 phos inh: -3.7%; Integrin act MD: 6.5%

Results for CCN1C(=O)/C(=C\c2cn(-c3ccccc3)nc2-c2cccnc2)SC1=S ?
B2AR arrestin: 0.2%; S-ASM inh: -1.8%; TRPV1 agonist: 3.4; p53 reactivation: 3.7%; USP2a block: -12.1%; ELG1 genotox: 24.2%; uPA generation: 0.9%; PTAP TSG101 blk: 3.8%; BRCA1 expr act: 3.9%; Eya2 phos inh: 7.1%; Integrin act MD: 19.9%

What do the screens show for `CSCc1nc2scc(-c3ccccc3)c2c(=O)[nH]1`?
B2AR arrestin: 0.4%; S-ASM inh: -1.7%; TRPV1 agonist: 4.1; p53 reactivation: -4.0%; USP2a block: 2.1%; ELG1 genotox: 3.5%; uPA generation: -5.8%; PTAP TSG101 blk: -3.9%; BRCA1 expr act: 3.9%; Eya2 phos inh: 2.9%; Integrin act MD: 21.2%

Results for COc1ccc(/C=N\NS(=O)(=O)c2ccc(C)cc2)cc1COc1ccccc1[N+](=O)[O-] ?
B2AR arrestin: 0.1%; S-ASM inh: -13.4%; TRPV1 agonist: 0.8; p53 reactivation: -5.9%; USP2a block: -13.1%; ELG1 genotox: -4.9%; uPA generation: 0.7%; PTAP TSG101 blk: -2.1%; BRCA1 expr act: 0.0%; Eya2 phos inh: 3.2%; Integrin act MD: -3.7%

What do the screens show for `CCN(CC)CCOC(=O)c1ccc(NC(=O)c2ccc(Cl)c(S(=O)(=O)N3CCCCCC3)c2)cc1`?
B2AR arrestin: 0.2%; S-ASM inh: -6.2%; TRPV1 agonist: 2.5; p53 reactivation: -1.5%; USP2a block: 1.4%; ELG1 genotox: -6.3%; uPA generation: -9.1%; PTAP TSG101 blk: -0.8%; BRCA1 expr act: 1.3%; Eya2 phos inh: 0.7%; Integrin act MD: 19.3%

Results for Cc1c(NS(=O)(=O)c2cc(C(=O)NCCc3ccc(F)cc3)cc(Cl)c2Cl)c(=O)n(-c2ccccc2)n1C ?
B2AR arrestin: -0.6%; S-ASM inh: 1.7%; TRPV1 agonist: -2.8; p53 reactivation: 1.3%; USP2a block: 0.7%; ELG1 genotox: -1.3%; uPA generation: 1.0%; PTAP TSG101 blk: -1.7%; BRCA1 expr act: -2.8%; Eya2 phos inh: 14.7%; Integrin act MD: 19.2%

How did C(=N\n1cnnc1)/c1ccccc1OCCOc1ccccc1 do in these assays?
B2AR arrestin: 3.0%; S-ASM inh: -1.4%; TRPV1 agonist: 2.7; p53 reactivation: 15.8%; USP2a block: -1.2%; ELG1 genotox: 9.4%; uPA generation: -8.7%; PTAP TSG101 blk: -2.3%; BRCA1 expr act: -5.2%; Eya2 phos inh: -6.4%; Integrin act MD: -16.4%

Results for COC(=O)c1ccc(OC(C)C(=O)c2ccc(C)cc2)cc1 (stereo unspecified) ?
B2AR arrestin: -1.7%; S-ASM inh: -5.0%; TRPV1 agonist: 20.1; p53 reactivation: -10.6%; USP2a block: -0.3%; ELG1 genotox: -1.8%; uPA generation: 1.9%; PTAP TSG101 blk: -2.7%; BRCA1 expr act: 9.4%; Eya2 phos inh: -2.1%; Integrin act MD: -15.1%

Results for O=S(=O)(c1ccccc1)N(CC(O)CN1CCCCC1)c1ccccc1 (stereo unspecified) ?
B2AR arrestin: 0.4%; S-ASM inh: 0.9%; TRPV1 agonist: 2.8; p53 reactivation: -2.1%; USP2a block: -9.1%; ELG1 genotox: 1.1%; uPA generation: -3.7%; PTAP TSG101 blk: 1.0%; BRCA1 expr act: 0.0%; Eya2 phos inh: -2.0%; Integrin act MD: -1.4%

Results for Cc1ccc(-n2ncc3c(=O)n(CC(=O)NCC4CCCO4)cnc32)cc1 (stereo unspecified) ?
B2AR arrestin: 3.4%; S-ASM inh: 2.5%; TRPV1 agonist: -5.2; p53 reactivation: 0.0%; USP2a block: -0.2%; ELG1 genotox: 0.1%; uPA generation: 5.1%; PTAP TSG101 blk: 2.4%; BRCA1 expr act: 50.0%; Eya2 phos inh: -22.9%; Integrin act MD: -20.5%

How did CN(C)CCNC(=O)c1sc2nc(-c3ccccc3)cc(C(F)(F)F)c2c1N do in these assays?
B2AR arrestin: -0.2%; S-ASM inh: -17.8%; TRPV1 agonist: 6.6; p53 reactivation: 11.2%; USP2a block: -1.1%; ELG1 genotox: 15.2%; uPA generation: -4.9%; PTAP TSG101 blk: -1.5%; BRCA1 expr act: -71.9%; Eya2 phos inh: 0.2%; Integrin act MD: -2.7%

What do the screens show for `O=C(c1ccc(-c2ccc([N+](=O)[O-])cc2)o1)N1CCCCCCC1`?
B2AR arrestin: 0.2%; S-ASM inh: -10.4%; TRPV1 agonist: 14.2; p53 reactivation: inconclusive; USP2a block: -0.1%; ELG1 genotox: 10.8%; uPA generation: inconclusive; PTAP TSG101 blk: -2.4%; BRCA1 expr act: -41.4%; Eya2 phos inh: -5.1%; Integrin act MD: -70.2%[inhibitor]

How did CC1CCCCN1C(=O)Cn1c(=O)n(C2CCCCC2)c(=O)c2ccccc21 (stereo unspecified) do in these assays?
B2AR arrestin: -0.2%; S-ASM inh: 4.8%; TRPV1 agonist: 17.0; p53 reactivation: 3.6%; USP2a block: 7.6%; ELG1 genotox: -4.5%; uPA generation: 0.0%; PTAP TSG101 blk: -2.4%; BRCA1 expr act: -21.3%; Eya2 phos inh: 5.6%; Integrin act MD: -6.3%

How did Cc1nc(CCNC(=O)c2cc(COc3ccc(F)cc3Cl)on2)sc1C do in these assays?
B2AR arrestin: -0.7%; S-ASM inh: -0.9%; TRPV1 agonist: -10.6; p53 reactivation: 1.3%; USP2a block: -1.6%; ELG1 genotox: -3.7%; uPA generation: -2.0%; PTAP TSG101 blk: -1.1%; BRCA1 expr act: 21.4%; Eya2 phos inh: -15.5%; Integrin act MD: 30.2%

Bioassay records from PubChem.
